# XiGFP reactiv = activators of X-chromosome reactivation in mouse fibroblasts | 0.055% of 360,000 active | XiGFP mouse fibroblasts, % GFP-positive cells imaging, 3 d; cells co-treated with 5-aza-dC sensitizer; scaled so ellipticine positive control = 100% | activation, % at 7.58 µM;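 active means mean normalized replicate activation at least 10% and every replicate at or above 10%; inconclusive means only one of the two criteria met; inactive means mean below 10% and not all replicates reach 10%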;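 further: 0% = median of on-plate neutral control wells and 100% = ellipticine 6 µM median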
#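 Assay system – SV40-immortalized XiGFP fibroblast cells, line 68-5-11 · Buffer or medium – DMEM supplemented with 5-aza-dC as sensitizing agent · Dosing – one concentration, pinned · Benchmarks – positive control ellipticine, 6 µM final · Times – 3 days compound exposure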
# ARNT TACC3 PPI = ARNT/TACC3 interaction disruption; Q9Y6A5; AlphaScreen His-ARNT PAS-B/GST-TACC3 binding, luminescence; TACC3 fragment carries E629A point mutation; inhibition, % at 9.99 µM; 0.66% of 390,000 active;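 active means mean inhibition of replicates at least 50% and at least half of replicates each reaching 50%; inconclusive means half or more replicates reach 50% but mean below 50%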;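 further: 0% = complete ARNT plus TACC3 wells and 100% = ARNT alone without TACC3; many hits fall short of the cut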
# PAX8 inh HTS = lowers PAX8-driven luciferase in RMG-I cells | inhibition, % at 12.6 µM | RMG-I TPO-luciferase reporter, SteadyGlo, 24 h | 1.2% of 360,000 active;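 active means mean replicate inhibition at least 60% with every replicate also reaching 60%; inconclusive means only one of the two criteria is met; inactive means mean below 60% and not all replicates reaching 60%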;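 further: luciferase light reporting Pax8 driven TPO promoter activity; plate controls were median of neutral control wells for no effect and mitoxantrone controls for full effect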
# DENV2 CPE rescue = inhibitors of DENV2 cytopathic effect; DENV2-infected cells, cytopathic effect rescue, plate reader; CPE inhibition, % at 9.99 µM; 1.7% of 350,000 active; AID 651640; in the data active means CPE inhibition above about 20%, passing the limit was not always enough; inconclusive means no clear call, values can overlap the other calls; tested in BHK-21 cells;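 further: 0% = median of neutral control wells and 100% = median of positive control wells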
# EWS-Fli inh = blocks EWS/Fli oncoprotein-driven transcription | A673 NR0B1-luciferase reporter, viability-normalised | inhibition, % at 12.6 µM | 0.67% of 350,000 active | AID 651661;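 active means mean inhibition of at least 50% after viability correction, with every replicate also passing that limit; inconclusive means mean reaches 50% but only one of two replicates passes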;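 further: firefly luciferase signal divided by Alamar Blue viability fluorescence both relative to DMSO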
# GSIS activator = primary screen for activators of insulin secretion dependent on glucose, INS-1E cells, GLuc reporter luminescence. 0.61% of 370,000 active. INS-1E GLuc reporter insulin secretion, 2-3 h. activation, % at 16.6 µM;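 active means lowest replicate activation of at least 40%, so every replicate reaches that level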;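 further: 0% = median of neutral control wells and 100% = median of IBMX positive control wells; some compounds called inactive have numbers as strong as hits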
# F508del corr = CFTR F508del correction in bronchial cells; activity (quench increase), % at 7.58 µM; 0.36% of 350,000 active; CFBE cells, YFP halide quenching; stimulated with forskolin plus potentiator P3; % fluorescence drop versus neutral controls;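 active means mean added fluorescence quench of at least 8% versus neutral control, with both replicates also reaching 8%; inconclusive means only one of the mean or replicate conditions met; inactive means mean below 8% and not both replicates reaching 8%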;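 further: cells transiently co-express mutant CFTR-F508del with the halide-sensitive YFP; corrector assay measuring rescue of mutant channel to the surface after 24 h compound exposure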
# ERp5 block = blocks human ERp5 reductase activity on insulin; ERp5 insulin aggregation, absorbance 650 nm, 90 min; 0.05% of 350,000 active; inhibition, % at 9.99 µM; Q15084;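 active means mean replicate inhibition above about 25%, with every replicate also reaching it, limit read from the data, passing the limit was not always enough; inconclusive means only one of those two criteria met; inactive means neither criterion met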
# Target sequence (Q15084 whole entry, looked up): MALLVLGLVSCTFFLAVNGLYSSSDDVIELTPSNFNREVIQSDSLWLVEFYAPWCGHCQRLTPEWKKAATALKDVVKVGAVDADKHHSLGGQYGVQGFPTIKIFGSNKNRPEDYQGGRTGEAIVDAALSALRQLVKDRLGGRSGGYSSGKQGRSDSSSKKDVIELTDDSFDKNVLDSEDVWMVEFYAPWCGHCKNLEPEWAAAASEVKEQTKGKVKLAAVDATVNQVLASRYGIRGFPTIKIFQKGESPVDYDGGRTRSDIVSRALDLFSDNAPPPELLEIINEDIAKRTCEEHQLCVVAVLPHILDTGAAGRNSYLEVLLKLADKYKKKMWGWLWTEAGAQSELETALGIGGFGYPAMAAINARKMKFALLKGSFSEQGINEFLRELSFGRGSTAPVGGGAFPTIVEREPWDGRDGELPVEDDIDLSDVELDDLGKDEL
# The depositor's hits bear a star; ? = inconclusive; / = not tested or not shown. Rows are unselected. Share with any hit: about 4.2%.
SMILES,XiGFP reactiv,ARNT TACC3 PPI,PAX8 inh HTS,DENV2 CPE rescue,EWS-Fli inh,GSIS activator,F508del corr,ERp5 block
Cc1ccc(NC(=O)CC2SCCNC2=O)cc1[N+](=O)[O-] (stereo not drawn),0.0,6.6,-6.9,7.7,-15.2,0.1,2.3,-4.2
COc1ccccc1/C=C/C=NC1C(=O)N(c2ccccc2)[N+](C)=C1C (stereo not drawn),0.3,-24.1,10.2,1.5,4.3,-2.3,-1.1,1.5
CC1(C)NC(=O)N(CC(O)CN(c2ccccc2)S(=O)(=O)c2ccccc2)C1=O (stereo not drawn),0.1,-2.5,2.9,-2.3,1.1,6.8,0.0,1.5
COC(=O)C1c2ccccc2-c2ccccc21,0.0,1.6,6.4,4.3,-3.4,9.6,-1.0,-16.7
O=C(C[C@H]1C[C@H]2c3cc(NC(=O)c4cccnc4)ccc3O[C@H]2[C@@H](CO)O1)NCCN1CCCCC1,0.0,-5.7,-16.4,2.9,-5.6,27.2,-2.3,-0.2
CC(OC(=O)CCc1ccccc1)C(=O)Nc1ncc(Cl)cc1Cl (stereo not drawn),0.2,-3.7,-9.9,-3.8,-3.4,52.3,-1.4,3.1
O=C(C[C@@H]1C=C[C@H](NS(=O)(=O)c2ccccc2)[C@@H](CO)O1)N1CCN(c2ccccc2)CC1,0.1,/,19.6,9.8,/,8.1,2.5,-1.3
CC(C)CC#Cc1ccc2c(c1)O[C@H](CN(C)C(=O)c1cnccn1)[C@H](C)CN([C@@H](C)CO)S2(=O)=O,-1.6,-3.6,21.0,-2.6,-1.6,-13.6,1.7,-1.0
O=S(=O)(NCCc1c[nH]c2ccccc12)c1ccccc1,0.0,-0.5,23.9,-4.1,5.5,-11.3,3.5,-2.3
Cc1oc(-c2ccccc2)nc1C(=O)OCC(=O)NCc1ccccc1,0.0,/,3.2,0.1,-5.5,4.7,-1.5,-0.5

# Brought forward from above: two compounds, followed by the next part.
SMILES,XiGFP reactiv,ARNT TACC3 PPI,PAX8 inh HTS,DENV2 CPE rescue,EWS-Fli inh,GSIS activator,F508del corr,ERp5 block
O=S(=O)(NCCc1c[nH]c2ccccc12)c1ccccc1,0.0,-0.5,23.9,-4.1,5.5,-11.3,3.5,-2.3
Cc1oc(-c2ccccc2)nc1C(=O)OCC(=O)NCc1ccccc1,0.0,/,3.2,0.1,-5.5,4.7,-1.5,-0.5
C[C@H](C(=O)N(C)C[C@H]1OCc2ccccc2-c2c(n(C)c3ccccc23)C(=O)N([C@@H](C)CO)C[C@H]1C)c1ccccc1,0.6,/,17.4,-17.5,-5.1,-30.5,1.4,-1.5
CC(C)CN(CC(C)C)CC(O)COc1ccccc1Br (stereo not drawn),0.0,-13.1,-37.4,/,10.8,4.2,/,3.7
COc1ccccc1N(C)S(=O)(=O)c1ccc(C(=O)OCC(=O)NCC(F)(F)F)cc1,0.0,-5.8,2.9,-1.7,3.7,-9.4,0.6,4.6
COc1ccccc1NCC(=O)n1nc(C)cc1C,0.0,2.5,2.6,8.7,15.1,/,-1.0,-3.4
COc1ccc2c3c(n(C)c2c1)[C@H](CO)N(C(=O)c1ccncc1)CC31CN(C(C)=O)C1,0.1,/,-8.3,-4.6,3.9,-0.7,1.8,-2.8
Cn1c(N)c(C(=O)COC(=O)c2cccc(S(=O)(=O)N3CCOCC3)c2)c(=O)n(C)c1=O,0.5,0.3,/,-1.3,-6.1,8.2,-5.3,-1.3
N#Cc1nc(COc2ccc(Br)cc2)oc1N1CCCCCC1,0.3,7.9,13.4,0.3,-4.8,-11.9,-1.4,-2.9
CC(=O)C(Cc1ccc(Cl)nc1)Cc1ccc(Cl)nc1,-0.1,-11.0,4.0,11.4,-4.9,1.0,1.3,1.3
CCOC(=O)CCc1c(C)nc2c(c(C)nn2-c2ccccc2)c1C,-0.1,-0.6,-2.5,-0.1,10.7,-5.9,0.1,5.2
Cn1c(C(=O)NCc2cccs2)cc2c(=O)n(C)c3ccccc3c21,0.0,-7.4,-12.6,-5.1,-0.6,1.2,1.6,12.9
CCCNC(=O)N1CC2(CN(CC3CCOCC3)C2)c2c(n(C)c3cc(OC)ccc23)[C@@H]1CO,0.5,/,/,-1.6,-7.1,17.1,-0.8,-2.1
COCC(=O)N1C[C@H](C)[C@H](OC)CN(C)C(=O)c2ccc(NC(=O)c3ccc(F)cc3)cc2OC[C@@H]1C,0.2,-1.1,4.9,-7.9,5.3,3.4,1.7,1.2
Cc1noc(C)c1NC(=O)Nc1cccc2c1O[C@@H](CN(C)C(=O)Nc1ccc(C(F)(F)F)cc1)[C@H](C)CN([C@@H](C)CO)C2=O,-1.4,-0.2,1.7,-1.4,-6.1,-4.3,-0.5,-3.7
CCc1nc2c(OCCC3CCCCC3)cccn2c1N(C)C(=O)c1ccccc1F,0.0,/,15.1,15.3,10.7,/,-0.2,0.3
COc1cccc(NC(=O)CSc2ncc(S(=O)(=O)c3ccccc3)c(=O)[nH]2)c1,1.2,-15.9,-1.2,-7.4,1.0,6.9,-4.7,-2.5
Cc1c(CN2CCc3c([nH]c4ccccc34)C2C2CCCCC2)cnn1C (stereo not drawn),0.7,/,9.0,-1.0,22.6,4.1,-1.9,-7.2
CCN(CC(=O)Nc1c(F)cccc1F)C(=O)c1ccc(OCc2c(C)noc2C)cc1,0.2,-1.9,-2.4,2.8,3.6,-8.6,-2.4,/
N#C[C@H]1[C@H](c2ccccc2)[C@H](CO)N1C(=O)Nc1cccc(F)c1,0.0,-0.8,-0.5,-2.9,-5.1,-7.3,-0.7,0.5
CCOC(=O)[C@H]1[C@H]2COc3ccccc3[C@@H]2N2C(=O)c3cc(F)c(F)cc3NC(=O)[C@@]12C,0.2,-17.0,8.4,-3.5,-2.7,-25.8,2.6,3.0
COc1ccc(NC(=O)Nc2ccc3c(c2)C(=O)N([C@@H](C)CO)C[C@H](C)[C@@H](CN(C)S(=O)(=O)c2ccccc2)O3)cc1,0.2,-1.0,/,-0.2,6.1,-12.1,-2.7,-5.8
CC(C)C#Cc1ccc2c(c1)O[C@@H](CN(C)C(=O)Cc1ccccn1)[C@H](C)CN([C@H](C)CO)S2(=O)=O,-1.3,5.7,/,3.9,4.5,-4.7,2.8,-5.3
CC(=O)Nc1ccc(S(=O)(=O)NCc2nnnn2-c2ccc(Cl)cc2)cc1,-0.8,-2.7,15.4,?,-0.8,-14.0,2.5,-1.6
CCCN(CCC)CCCNC(=O)C(NS(=O)(=O)c1ccc2c(c1)CCC(=O)N2)c1ccccc1 (stereo not drawn),0.4,1.1,-0.7,5.7,0.7,8.4,-2.0,0.6
CCc1ccc(OCC(=O)NCC(c2ccc(Cl)cc2)N2CCCCC2)cc1 (stereo not drawn),0.4,0.2,7.2,-1.8,14.8,-30.5,2.9,-2.8
COc1ccccc1C#Cc1ccc([C@H]2[C@H](C#N)N(C(=O)C3CCCC3)[C@H]2CO)cc1,0.0,/,107.5*,10.3,3.7,-13.8,1.6,-1.6
O=C(CSc1nnc(COc2ccc(Cl)cc2)o1)N1CCN(c2ccccc2)CC1,0.2,/,2.5,14.5,-9.5,0.3,5.0,1.7
COC(=O)c1cccc(NC(=S)N2CCN(c3ccccc3F)CC2)c1,0.0,0.5,23.5,/,0.2,3.1,-1.9,-3.5
Fc1ccc(-c2nnsc2Sc2ccccn2)cc1,0.3,-3.9,-85.5,9.4,-40.5,-1.4,/,-8.7
CO[C@@H]1CN(C)C(=O)c2cc(NC(=O)Cc3ccccc3)ccc2OC[C@H](C)NC[C@@H]1C,-0.5,-0.5,-1.6,6.7,-0.5,5.8,0.4,3.9
CCS(=O)(=O)N1[C@H](CO)[C@H](c2ccc(C#CCC3CCCC3)cc2)[C@@H]1C#N,0.1,3.4,11.6,0.4,1.1,-6.1,1.0,0.7
COc1ccc(N=C2C=CC(=O)O2)cc1,0.3,-7.5,-30.5,0.0,4.1,-12.8,0.5,-4.2
CSCCNC(=O)C1(C)CCN1C(=O)CCc1ccccc1 (stereo not drawn),0.1,/,-1.0,17.2,0.7,8.8,-0.7,-4.2
O=C1C(=Cc2ccncc2)CCCc2ccccc21,0.0,/,17.3,-1.2,-0.7,/,-1.6,-1.6
CCOC(=O)c1ccc(-c2ccc3oc(-c4ccsc4)cc(=O)c3c2)cc1F,0.0,-13.3,-5.7,/,-9.3,/,2.1,10.7
O=C(CNC(=O)c1ccccc1)N/N=C/c1cccs1,0.3,0.3,4.8,0.0,-1.6,-2.6,/,-1.9
O=C(NCc1ccc(OC(F)(F)F)cc1)c1cccc2c1C(=O)c1ccc(N3CCC(Cc4ccccc4)CC3)cc1S2(=O)=O,0.3,-5.5,6.1,/,15.9,14.2,-4.8,-3.6
COc1ccc(NC(=O)Nc2ccccn2)cc1OC,0.0,-10.6,-55.2,-4.5,-42.9,19.2,2.9,0.8
O=C(NNC(=S)Nc1ccc(Br)cc1)c1ccccc1,0.0,19.1,-81.0,0.5,/,-27.8,-2.4,5.2
COc1ccc(S(=O)(=O)Nc2ccc3c(c2)CC(=O)N([C@@H](C)CO)C[C@H](C)[C@@H](CN(C)Cc2ccc(C(=O)Nc4ccccc4N)cc2)O3)cc1,0.0,/,2.8,-3.2,28.1,2.0,0.6,-5.4
COc1ccc(NC(=O)Nc2ccc3c(c2)CC(=O)N([C@H](C)CO)C[C@@H](C)[C@H](CN(C)Cc2ccc(Cl)c(Cl)c2)O3)cc1,0.0,-18.3,4.0,-11.3,-3.3,-3.4,4.4,/
Clc1ccccc1C1=CC(c2ccco2)n2ncnc2N1 (stereo not drawn),0.3,-9.0,-33.7,-1.6,13.3,16.5,2.4,-1.6
Cc1nc(-c2nc(-c3c(C(=O)NNC(=O)c4ccc(Cl)cc4)noc3C)cs2)cs1,0.0,1.6,19.4,10.6,-4.2,-5.7,4.4,1.4
C[C@H]1CN([C@@H](C)CO)C(=O)c2cc(NC(=O)Nc3ccccc3)ccc2O[C@@H]1CN(C)S(=O)(=O)c1cn(C)cn1,0.0,-5.6,/,1.2,-16.7,26.5,1.1,11.5
CC(C)C(=O)Nc1ccc(NC(=O)c2ccc([N+](=O)[O-])cc2Cl)cc1,-0.2,4.8,-2.9,-4.8,9.9,7.0,/,-2.2
Cc1ccc(/C=C/C(=O)O)cc1S(=O)(=O)N1CCCc2ccccc21,/,-1.7,-7.9,-7.7,0.4,30.8,1.7,0.7
C=Cc1ccc(CSc2cc(C)nc3nc(C)nn23)cc1,0.2,1.4,25.3,-0.4,-2.6,/,2.3,-6.8
N#C/C(=C\c1ccc(OCC(N)=O)cc1)S(=O)(=O)c1ccccc1,0.3,-73.3,6.5,1.0,-9.9,5.2,-0.9,?
COc1ccc2nc(-c3ccc(Cl)cc3)cc(C(=O)O)c2c1,0.5,-0.4,-34.6,-0.7,-49.5,-11.0,1.3,4.4
COc1ccc(Nc2nc(-c3ccccc3)c3ccccc3n2)cc1,-0.1,3.2,-0.6,10.9,-19.5,-15.5,/,-2.5
COC(=O)C1CCN(C(=O)c2cc(-c3ccc(Cl)s3)nc3ccccc23)CC1,0.3,/,-6.5,-4.0,-9.2,/,3.1,-2.2
Cc1ccc(N2C(=O)N(CC(=O)N3CCc4ccccc43)C(=O)C2C)cc1 (stereo not drawn),0.0,/,-5.6,-11.7,-12.8,4.7,-1.2,-4.0
